# Abeta rescue = A-beta toxicity reversal in yeast; yeast expressing A-beta42, growth rescue, OD600, 48 h; response scale: 0% DMSO, 100% iron-clioquinol control; Potency, µM (top dose mostly 46.1 µM), without a hit: top-dose growth rescue, actives largely listed as activators; 0.063% of 410,000 active; note: potency is the fitted concentration of half-maximal effect; nearly all actives have a fitted effect of over 55% in size
#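 Yeast A-beta toxicity model in growth medium with pinned compounds, 48 h at 30 C; growth read as absorbance at 600 nm. Normalized to FeCl3/clioquinol equimolar mix (positive) and DMSO (negative).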
# EPAC1 ag = agonists of human EPAC1; O95398; EPAC1 agonist qHTS, biochemical assay; response scale: 100% = response to 6.5 mM cAMP; Potency, µM (titrated, usually from 154 µM), without a hit: at the highest dose activation, actives largely listed as activators; 0.073% of 360,000 active; AID 720707; note: potency is the fitted concentration of half-maximal effect; nearly all actives have a fitted effect of over 60% in size
#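 Normalized to 6.5 mM cAMP, activity reflects EPAC1-catalysed release of BODIPY-GDP from Rap1B, followed kinetically over 30 min at 480 nm excitation, 540 nm emission. Reaction contained 100 nM EPAC1, 250 nM Rap1B-BODIPY-GDP, 50 uM GDP.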
# FUS suppressor = FUS proteinopathy suppression in yeast; S. cerevisiae FUS-expressing, growth rescue, OD600, 24 h; Potency, µM (doses to about 76.6 µM), without a hit: at the highest dose growth rescue (activation), hits mostly activators; 0.24% of 390,000 active; AID 1347120;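 note: potency is the fitted concentration of half-maximal effect; plate controls were DMSO vehicle for no effect and reference control for full effect; nearly all actives have a fitted effect of over 55% in size; some results filed as inactive show a strong effect at the top dose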
#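 Absorbance at 600 nm, taken 24hr after compound addition, measured rescue of FUS-yeast growth at 30C. Induction used 2% galactose with seeding at OD 0.005. Controls: CP55940 from 92uM final, DMSO only.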
# WRN inhibitor = blocks human WRN helicase. Q14191. WRN helicase unwinding, fluorescent forked duplex, kinetic. Potency, µM (titrated, usually from 114 µM), inactives show top-dose activity change, negative = inhibition, most hits filed as inhibitors. 0.46% of 360,000 active; note: potency is the fitted concentration of half-maximal effect; % is set by controls: 0 for no effect and ±100 for the full control effect; nearly all actives have a fitted effect of over 55% in size
# Target sequence (Q14191 whole entry, looked up): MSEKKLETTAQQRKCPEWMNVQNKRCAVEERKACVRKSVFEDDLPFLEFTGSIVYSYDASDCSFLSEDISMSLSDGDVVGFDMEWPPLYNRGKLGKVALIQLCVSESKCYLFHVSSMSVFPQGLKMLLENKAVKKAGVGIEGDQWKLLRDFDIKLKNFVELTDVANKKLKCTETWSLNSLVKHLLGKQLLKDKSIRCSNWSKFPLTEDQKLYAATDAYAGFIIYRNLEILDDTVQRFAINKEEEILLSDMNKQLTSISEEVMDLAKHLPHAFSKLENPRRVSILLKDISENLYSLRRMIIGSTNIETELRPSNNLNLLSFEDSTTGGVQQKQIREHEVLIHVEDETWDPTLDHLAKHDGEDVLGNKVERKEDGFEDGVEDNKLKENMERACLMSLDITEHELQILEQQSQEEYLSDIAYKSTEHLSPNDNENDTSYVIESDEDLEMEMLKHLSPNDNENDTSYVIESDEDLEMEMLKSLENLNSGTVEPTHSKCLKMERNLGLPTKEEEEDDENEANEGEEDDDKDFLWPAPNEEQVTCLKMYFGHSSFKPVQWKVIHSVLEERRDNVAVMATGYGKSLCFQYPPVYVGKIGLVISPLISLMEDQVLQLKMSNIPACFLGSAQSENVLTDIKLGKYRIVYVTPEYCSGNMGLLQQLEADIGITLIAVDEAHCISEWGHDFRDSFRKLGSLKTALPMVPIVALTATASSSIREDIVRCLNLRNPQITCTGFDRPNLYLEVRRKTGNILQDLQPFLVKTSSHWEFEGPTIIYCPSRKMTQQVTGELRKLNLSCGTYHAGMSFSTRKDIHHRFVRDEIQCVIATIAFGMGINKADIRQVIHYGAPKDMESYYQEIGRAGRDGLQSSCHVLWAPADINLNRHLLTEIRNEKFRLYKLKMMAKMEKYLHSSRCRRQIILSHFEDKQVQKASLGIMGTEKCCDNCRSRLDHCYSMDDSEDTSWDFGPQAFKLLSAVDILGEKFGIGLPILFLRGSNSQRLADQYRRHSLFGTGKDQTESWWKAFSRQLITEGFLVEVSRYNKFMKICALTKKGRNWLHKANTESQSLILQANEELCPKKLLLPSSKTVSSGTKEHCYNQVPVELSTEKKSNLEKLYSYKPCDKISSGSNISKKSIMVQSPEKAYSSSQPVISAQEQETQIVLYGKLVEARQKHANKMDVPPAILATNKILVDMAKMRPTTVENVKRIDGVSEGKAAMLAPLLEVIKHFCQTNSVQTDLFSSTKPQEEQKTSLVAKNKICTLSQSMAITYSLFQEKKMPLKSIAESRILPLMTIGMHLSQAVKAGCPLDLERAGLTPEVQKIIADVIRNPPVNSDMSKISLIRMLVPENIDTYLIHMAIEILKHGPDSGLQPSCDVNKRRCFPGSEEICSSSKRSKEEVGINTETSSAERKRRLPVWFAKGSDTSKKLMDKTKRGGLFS
#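 Kinetic fluorescence helicase assay: unwinding of a quenched forked DNA duplex (100 nM final) with 2 mM ATP final raises red fluorescence (525/598 nm). Compounds sat 15 min at room temperature with 20 nM WRN beforehand.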
# IL2 activator = IL-2 activation; 0.065% of 360,000 active; activation, % (series mostly up to about 46 µM); IL-2 activation reporter assay, cell-based qHTS; stimulated with anti-CD3/CD4/CD28 beads; in transgenic mouse T cells; AID 652025; in the data active = activation above about 50%; inconclusive = mostly about 30% to 49%; note: 0% is about no effect
#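 Readout: EGFP and DsRed signals by fluorescent plate cytometry. Unstimulated transgenic mouse T cells received compound 60 min before antibody-bead stimulation, then incubated 18 h at 37 degrees C.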
# aSyn yeast inh = rescues yeast growth from alpha-synuclein toxicity; Yeast expressing alpha-synuclein, growth rescue, BacTiter-Glo, 24 h; Potency, µM (doses to about 46.1 µM), for inactives: at the highest dose growth rescue (activation), hits mostly activators; 0.14% of 370,000 active; note: potency is the fitted concentration of half-maximal effect; % of control where 0% means no effect; nearly all actives have a fitted effect of over 65% in size
#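 Rescue of yeast growth: cells expressing toxic alpha-synuclein, induced in galactose at OD600 0.02, incubated with compound 24 h at 30 C. ATP luminescence quantified growth; inhibitors of toxicity appear as activators.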
# EPAC1 antagonist = EPAC1 (human) antagonism; AID 720709; Potency, µM (series often up to 115 µM), for inactives: at the top dose activity change, negative = inhibition, hits mostly inhibitors; EPAC1 GEF assay, Rap1b-BODIPY-GDP exchange fluorescence; 0.14% of 360,000 active;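 note: potency is the fitted concentration of half-maximal effect; plate controls were vehicle for no effect and positive control for full effect; nearly all actives have a fitted effect of over 50% in size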
# PI5P4Ka inh = PI5P4K alpha (human) kinase inhibition | P48426 | AID 652105 | PI5P4Kalpha enzyme, ADP-Glo luminescence, 60 min; active compounds read low | max response, % | 1.2% of 330,000 active; active = max response of -50% or lower; inconclusive = between -30% and -50%; inactive = -30% or higher; note: value at the top dose of about 77 µM; % is set by controls: 0 for no effect and ±100 for the full control effect
#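 Luminescence from ADP-Glo served as readout of PI5P4Kalpha activity in a qHTS format. Reaction: enzyme, substrate, compound, ATP at 5 microM final, 60 min at RT.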
# PLK1 PBD inh = blocks phosphopeptide binding to human PLK1 polo-box domain; P53350; Plk1 PBD binding of FITC phosphopeptide, fluorescence polarization; Potency, µM, for inactives: max response, negative = inhibition, actives largely listed as inhibitors; 2.8% of 360,000 active; AID 720504; note: potency is the fitted concentration of half-maximal effect; series mostly up to about 57 µM; % is set by controls: 0 for no effect and ±100 for the full control effect; nearly all actives have a fitted effect of over 65% in size
# * hit, by the source's call; ? = inconclusive; nt = no result given; [ ] = dose if it differs, or a comment. Unless noted, calls come from the whole dose curve; as a rule, active = well fitted curve in the direction sought with a large enough effect; inconclusive = small, poorly fitted or top-dose-only effect, or another doubt; inactive = no such curve, though single readings can be large; an effect the other way counts as inactive or inconclusive. Rows are unselected. About 4.1% of those tested had a hit in this group.
SMILES,Abeta rescue,EPAC1 ag,FUS suppressor,WRN inhibitor,IL2 activator,aSyn yeast inh,EPAC1 antagonist,PI5P4Ka inh,PLK1 PBD inh
CC1(C)CC(=O)C2=C(C1)N1C(=C(C#N)C2c2ccc(Cl)cc2)N=C(N)c2ccccc21 (stereo not given),20%,1%,-8%,-11%,-1.4,0%,?,-9,-5%
CCOC(=O)C1(Cc2cccc(Cl)c2)CCCN(C(=O)c2ccc(C)nc2)C1 (stereo not given),-3%,-1%,35%,-2%,-2.3,-1%,3%,7,-18%
CSCCC(NC(=O)c1ccc(C)o1)C(=O)O (stereo not given),0%,0%,-18%,0%,1.5,3%,0%,1,3%
CCCc1nc2ccccc2c(C(=O)OCC(=O)NCc2ccc3c(c2)OCO3)c1CC,3%,14%,38%,-6%,-0.6,0%,-25%,6,-7%
C/C=C(\C)CN1CCc2cc(OC)c(OC)cc2C1,8%,5%,-10%,-2%,-0.6,2%,4%,nt,2%
Cc1cc(C)n(C(=O)CNc2ccccc2Cl)n1,5%,-4%,0%,-4%,-0.1,-1%,-11%,13,-11%
O=C(C1CC1)N1CCC(Oc2cccc(C(=O)N3CCCCC3CCO)c2)CC1 (stereo not given),6%,-7%,3%,-6%,0.0,9%,16%,-2,1%
O=C(C1CCCO1)N1CCN(C(=S)Nc2ccc(Cl)c(Cl)c2)CC1 (stereo not given),5%,0%,9%,-2%,-1.2,-5%,-25%,0,-24%
O=C(O)CC1(CC(=O)Nc2ccc3sccc3c2)CCCCC1,-9%,-5%,-10%,-23%,4.9,-15%,-22%,-16,-11%
O=C(O)c1cccc2c1C(=O)c1ccccc1C2=O,1%,8%,-20%,-11%,10.0,-6%,-1%,-1,-4%
CN(C)C(CNC(=O)c1cccc(NS(=O)(=O)c2ccc(Br)cc2)c1)c1ccco1 (stereo not given),15%,0%,9%,-4%,-3.0,1%,5%,-10,-2%
CCOC(=O)c1c(C)[nH]c(O)c1C=Nc1ccc(Cl)cc1,-23%,7%,30%,-6%,-2.7,-3%,-9%,-4,-23%
Cc1ccc(C)c(Oc2cc(NN3CCCCC3)c([N+](=O)[O-])cc2[N+](=O)[O-])c1,-9%,-13%,-11%,4%,-4.2,-6%,-4%,-1,-18%
O=C(O)c1ccccc1SCC(=O)N1CCc2ccccc21,-1%,2%,?,23%,0.6,-7%,-4%,3,-12%
O=C(CCN1CCN(c2ccccc2)CC1)N/N=C/c1ccccc1O,-5%,3%,6%,-13%,0.2,1%,8%,8,-1%
CCSC1=C(C#N)C2(CCCCC2)C2=C(CC(C)(C)CC2=O)N1,14%,1%,19%,1%,-0.8,4%,-17%,9,-6%
O=C(N/N=C/c1ccco1)c1ccccc1OCc1ccccc1Cl,-16%,-1%,37%,-10%,-3.2,-8%,-13%,-15,-11%
CN(C)c1nc2c(N)ncnc2n1[C@H]1O[C@@H](CO)[C@H](O)[C@@H]1O,1%,0%,-7%,8%,0.6,-6%,-2%,-1,0%
O=C(NCCCO)c1cc([N+](=O)[O-])cc2c1C=Cc1ccccc1O2,5%,-9%,6%,-10%,-1.8,5%,-20%,-12,-14%
COc1cc(NC(=O)c2sc3ncn(CC(=O)N4CCCC(C)C4)c(=O)c3c2C)cc(OC)c1OC (stereo not given),-3%,-12%,28%,5%,-3.2,1%,8%,-1,2%
CC1(C)Cc2nc3oc4c(N5CCOCC5)ncnc4c3cc2CO1,1%,3%,11%,-6%,-0.1,0%,1%,nt,-2%
CCCCNC(=O)C1C(c2ccc(C(F)(F)F)cc2)=Nc2ccccc2N1C(=O)c1ccc2nc(C)[nH]c2c1 (stereo not given),-4%,-16%,?,-11%,-0.4,2%,-27%,0,5%
CCc1ccc(-c2nc(SCC(=O)NC3CCCC3)n[nH]2)cc1,-4%,-13%,4%,4%,-4.5,-3%,4%,0,-7%
O=C(N=Nc1c(O)[nH]c2ccccc12)c1ccco1,-26%,-2%,0%,-10%[57.1 µM],-0.1,-15%,-24%,6,-24%
CCOC(=O)COC(=O)c1ccc(Oc2cc(C)nc(SC)n2)cc1,-13%,17%,26%,-6%,0.8,9%,-11%,nt,1%

# Looked up one by one from the list above, two records:
SMILES,Abeta rescue,EPAC1 ag,FUS suppressor,WRN inhibitor,IL2 activator,aSyn yeast inh,EPAC1 antagonist,PI5P4Ka inh,PLK1 PBD inh
O=C(C1CC1)N1CCC(Oc2cccc(C(=O)N3CCCCC3CCO)c2)CC1 (stereo not given),6%,-7%,3%,-6%,0.0,9%,16%,-2,1%
CCOC(=O)COC(=O)c1ccc(Oc2cc(C)nc(SC)n2)cc1,-13%,17%,26%,-6%,0.8,9%,-11%,nt,1%

# (list continues)
SMILES,Abeta rescue,EPAC1 ag,FUS suppressor,WRN inhibitor,IL2 activator,aSyn yeast inh,EPAC1 antagonist,PI5P4Ka inh,PLK1 PBD inh
CCC(=O)N1CCc2cc(S(=O)(=O)NC(Cc3ccccc3)C(=O)NC3CCCCC3)ccc21 (stereo not given),-4%,3%,22%,6%,1.0,-3%,9%,-4,-6%
CC/C(=C1/C(=O)CC(C)(C)C(C(=O)OC)C1=O)N1CCCC1 (stereo not given),-17%,3%,7%,2%,-0.2,8%,4%,-8,-6%
CC[n+]1c(S(=O)(=O)[O-])ccc2ccc(C)cc21,2%,-4%,19%,-9%,0.5,9%,0%,-3,?
Nc1c(C(=O)NCc2ccccc2)sc2nc(N3CCOCC3)c3c(c12)CCCC3,-2%,12%,21%,-9%,-1.9,5%,10%,-8,-3%
OCCNc1nc(N2CCCCC2)nc2ccccc12,-1%,-3%,-14%,15%,-1.9,0%,7%,-5,-12%
COc1ccc(CNC(=O)CCSCc2cccc(F)c2)cc1,14%,-9%,7%,-6%,-2.8,15%,-1%,5,-1%
Cc1cccc(C(O)c2cnc(C)n2Cc2ccccc2)c1 (stereo not given),0%,3%,-8%,0%,-0.2,0%,-7%,1,-9%
CC(C)=C1CCC(C)CC1=NNC(N)=S (stereo not given),15%,7%,17%,-17%,-0.9,-14%,1%,-2,-10%
Cc1ccc(NC(=O)COc2ncnc3cc([N+](=O)[O-])ccc23)cc1S(=O)(=O)N1CCOCC1,-5%,1%,18%,-2%,-4.3,1%,-2%,-23,-3%
COC(=O)CN1C(=O)[C@H]2[C@@H](c3ccc(C)o3)N3C(=O)CN(CC4CC4)C(=O)[C@@]3(Cc3ccccc3)[C@H]2C1=O,7%,0%,-3%,-7%,-2.0,6%,-12%,9,-2%
O=C(NCc1ccco1)c1ccc2nccnc2c1,-3%,3%,-10%,-11%,-1.0,-5%,1%,0,0%
CCOc1cccc(N(C(=O)Cc2cccs2)C(C(=O)NC2CCCCC2)c2cccn2C)c1 (stereo not given),8%,-22%,-4%,1%,0.3,3%,-8%,nt,-3%
Cc1cccc(C(=O)O)c1NC(=O)Cc1cccc2ccccc12,-6%,-12%,1%,8%,-3.0,-4%,2%,-3,0%
CC1CCC(CC(=O)O)(C(=O)O)CC1 (stereo not given),8%,9%,-24%,10%,-0.4,-8%,-7%,-2,-8%
COc1ccc(OC)c2[nH]c(=O)c(CCNS(=O)(=O)c3ccc(F)cc3)cc12,-6%,-1%,8%,3%,-0.3,-1%,-4%,3,2%
CCNC(=O)Cc1ccc(Br)cc1,24%,7%,-13%,-4%,0.9,1%,4%,1,-10%
CC(=NC(C)C)C1=C(O)C(C)OC1=O (stereo not given),3%,-2%,3%,-4%,-0.2,3%,9%,3,1%
Cn1ccc(NC(=O)c2ccc([N+](=O)[O-])cc2)n1,-19%,3%,-13%,-3%,-0.4,-9%,-14%,-5,-15%
Cc1ccc(OCC(=O)NNC(=O)CSc2nnc(-c3ccc(C)cc3)n2C)cc1,0%,-4%,nt,-16%,0.0,0%,-19%,3,-4%
COc1ccc(CCNC(=O)C2CC(c3ccccc3F)=NO2)cc1 (stereo not given),2%,10%,-10%,3%,1.7,-1%,-15%,-11,-1%
CCOC(=O)c1[nH]c(C)c(/C(O)=C2\C(=O)C(=O)N(CCCN3CCOCC3)C2c2cccs2)c1C (stereo not given),7%,2%,8%,7%,-0.9,-4%,-3%,0,-8%
O=S(=O)(NC1CCCCC1NS(=O)(=O)c1ccc(F)cc1)c1ccc(F)cc1 (stereo not given),8%,13%,-11%,-14%,-2.2,-7%,-18%,nt,-8%
CCCCn1c(N)c(N(C)C(=O)c2ccccc2Oc2ccccc2)c(=O)[nH]c1=O,7%,-13%,-8%,4%,3.2,-3%,?,0,-9%
CC(C)(C)c1ccc(Oc2ccc(NC(=O)c3ccco3)cn2)cc1,9%,19%,13%,-8%,-0.7,-10%,-18%,-1,-7%
CCOC(=O)C(C(=O)OCC)N(C#N)c1nc(C)cc(C)n1,-7%,-4%,-28%,2%[57.1 µM],-1.5,10%,6%,nt,-9%

# Quoted from the listing.
# CCOC(=O)C(C(=O)OCC)N(C#N)c1nc(C)cc(C)n1 | PLK1 PBD inh = -9%
# OCCNc1nc(N2CCCCC2)nc2ccccc12 | Abeta rescue = -1%

# Further records.
SMILES,Abeta rescue,EPAC1 ag,FUS suppressor,WRN inhibitor,IL2 activator,aSyn yeast inh,EPAC1 antagonist,PI5P4Ka inh,PLK1 PBD inh
COc1ccc2[nH]c3c(c2c1)CCN1C(=O)C(CC(=O)NCc2ccc(OC)c(OC)c2)C[C@H](C(=O)N2CCOCC2)[C@@]31C (stereo not given in full),-1%,-12%,0%,4%,0.9,4%,-25%,-19,27µM*
OCC1(CCc2ccccc2)CCCN(C/C=C/c2ccccc2)C1 (stereo not given),8%,-11%,18%,10%,-3.0,-1%,-4%,7,-19%
COC(=O)Nc1ccc2c(c1)N(C(=O)CCN1CCOCC1)c1ccccc1S2,15%,0%,21%,-14%,-2.0,1%,-11%,nt,-11%
Cc1ccc2c(=O)cc(C(=O)NC3CCS(=O)(=O)C3)oc2c1C (stereo not given),-9%,7%,6%,-2%,-1.5,4%,-11%,6,?
c1coc(CNC2CCCCCCC2)c1,3%,-4%,19%,4%,4.0,3%,-11%,-1,?
COc1cccc(NC(=O)CN(C)C(C)C(=O)N2CCCCC2)c1 (stereo not given),-5%,0%,3%,?,-0.6,-3%,-19%,10,-10%
